# mcGAS lum – cyclic GMP-AMP synthase inhibitors, mouse, primary biochemical chemiluminescence. Q8C6L5. 160,000 tested, 0.15% active. inhibition, % at 12.5 µM. recombinant cGAS, Kinase-Glo ATP depletion luminescence;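 also: 0% = negative control wells and 100% = reference inhibitor with no enzyme activity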
# NPYLR7 ag – agonists of mosquito NPYLR7 receptor, primary screen, cell-based, Aedes aegypti, calcium fluorescence, mosquito biting behavior | Aedes aegypti neuropeptide Y-like receptor 7 (NPYLR7) | HEK293T NPYLR7/Galpha15, GCaMP6s calcium fluorescence | activation, % at 10 µM | 270,000 tested, 0.15% active; in the data active = activation above about 40%;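 also: 0% = vehicle and 100% = reference agonist at the receptor; some compounds past the cut are filed as inactive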
# hcGAS inh – Primary biochemical luminescence assay for human cyclic GMP-AMP synthase inhibitors; inhibition, % at 12.5 µM; 290,000 tested, 0.081% active; AID 1259398, 2018; recombinant h-cGAS, ATP depletion, Kinase-Glo luminescence;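 also: 0% = vehicle reaction and 100% = reaction without DNA for no activity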
# Target sequence (Q8N884 whole entry, looked up): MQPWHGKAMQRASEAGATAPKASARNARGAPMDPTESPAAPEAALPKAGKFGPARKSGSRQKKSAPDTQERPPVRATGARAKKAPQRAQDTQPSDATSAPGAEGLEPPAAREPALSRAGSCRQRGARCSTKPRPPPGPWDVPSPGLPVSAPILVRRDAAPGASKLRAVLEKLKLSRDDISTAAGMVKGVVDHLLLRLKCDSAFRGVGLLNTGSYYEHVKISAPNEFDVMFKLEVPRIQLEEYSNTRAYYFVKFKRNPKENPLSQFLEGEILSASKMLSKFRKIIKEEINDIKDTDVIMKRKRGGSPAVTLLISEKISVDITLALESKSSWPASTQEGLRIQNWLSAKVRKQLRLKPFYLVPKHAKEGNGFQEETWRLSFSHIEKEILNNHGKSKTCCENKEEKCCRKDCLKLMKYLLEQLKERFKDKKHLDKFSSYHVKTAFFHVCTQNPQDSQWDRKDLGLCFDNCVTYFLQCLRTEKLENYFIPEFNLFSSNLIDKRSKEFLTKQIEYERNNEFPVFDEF
# Active calls of the source: *; . = no result given; & = joins results of further samples. Rule as the data show it, unless noted: active = inhibition above about 40%; inactive = the rest.
Compound	mcGAS lum	NPYLR7 ag	hcGAS inh
O=C1CC(c2cccc3cnccc23)c2ccc(N3CCOC3=O)cc2N1 (stereo unspecified)	.	22	-1
O=S(=O)(c1ccccc1)N1CCN(Cc2ncc(-c3ccc(F)cc3)o2)CC1	-8	4	-4
Clc1cc(CSc2nnnn2C2CCCC2)cc2c1OCCCO2	-4	0	-5
CCN(CC)S(=O)(=O)c1ccc(N(C)C)c(NS(=O)(=O)c2c(C)cc(C)cc2C)c1	-7	2	-7
COc1ccc(S(=O)(=O)N(C)C)cc1NS(=O)(=O)c1ccc(Cl)c(Cl)c1	-8	-2	-4
CCCNC(=O)N(Cc1nccn1Cc1ccc(C(F)(F)F)cc1)CC1CC1	-6	7	-6
CC(C)N(CC(=O)N(CCc1c[nH]c2ccccc12)Cc1ccc(C(F)(F)F)cc1)C(=O)Nc1cc(C(F)(F)F)cc(C(F)(F)F)c1	-6	-8	-19
Cc1cccc(N2CCN(CCCSCC#N)C(C)C2)n1 (stereo unspecified)	.	6	-6
O=C(NCC1COCCO1)c1cn(-c2ccccc2)nc1-c1cccs1 (stereo unspecified)	-15	2	-7
CC(=O)N1CCCC(C(=O)NCC(C2CC2)N(C)C)C1 (stereo unspecified)	.	5	6
COc1ccc(CNC(=O)c2ccc(-c3cc(-c4cccc(C(F)(F)F)c4)n[nH]3)cc2)cc1OC	-3	20	-2
Nc1nncn1C(=O)c1ccc(Br)o1	.	1	5
C/C(=N\NC(=O)C1CCCO1)c1cc2cc(Cl)ccc2o1 (stereo unspecified)	.	-1	-4
COCCn1c(SCC(=O)Nc2cccc3ccccc23)nc2c(c1=O)SC(C)C2 (stereo unspecified)	.	7	-3
O=C(NC1CC1)C(Oc1ccc(Br)cc1Br)c1ccc(F)cc1 (stereo unspecified)	.	-1	-8
COc1cccc(NC(=O)C2(C)CCN2C(=O)CCC2CCCC2)c1 (stereo unspecified)	.	0	-11
CCOc1c(Cl)cccc1NC(=O)N(C)Cc1nc(C)cs1	-6	7&6	9&-16
Cc1cc(N2C(=O)CSC2c2cccnc2)ccc1Br (stereo unspecified)	.	-6	-7
CCOC(=O)c1nc(NC(=O)C2C(C(=O)O)C2(C)C)sc1C (stereo unspecified)	.	-1	-7
CN(C)C(=O)CN1CCN(c2nc(C(=O)Nc3ccccc3)cs2)C1=O	.	8	-6
CN(Cc1ccc(Cl)cc1)Cn1nc(-c2cccnc2)n(C)c1=S	.	8	5
CC(=O)Cn1cnc2c(nnn2-c2cccc(F)c2)c1=O	-6	0	-3
Cc1nn(CC(C)C)c(C)c1CC(=O)NC1CCS(=O)(=O)C1 (stereo unspecified)	.	0	-10
Cc1cc(NC(=O)COc2ccccc2C)n(-c2nc3c(cnn3-c3ccc(C)c(C)c3)c(=O)[nH]2)n1	-8	.	-5
CCOC(=O)CC1(NC(=O)C(C)Oc2ccc3c(c2)OCO3)CCCCC1 (stereo unspecified)	.	-8	6
Cc1ccc(S(=O)(=O)Nc2cc(F)ccc2N2CCCCC2)cc1	.	3	-11
C=CCn1c(N)c(C(=O)OC)sc1=S	.	0	0
CCOC(=O)c1ccc(Nc2nc3nonc3nc2NC(C)C)cc1	-5	-5	-4
Brc1ccccc1-c1nc(-c2ccncc2)no1	-4	-5	-5
Cc1cc(CSc2ncccc2C(=O)NC2CCCCCCC2)no1	.	7	-9
O=C(NCCN1CCOCC1)c1cccc(S(=O)(=O)Nc2ccccc2F)c1	.	7	-7
O=C(NCCSc1ccc(Cl)cc1)c1ccc2c(c1)OCO2	.	10	-7
Nc1nc(SCc2nc3sc4c(c3c(=O)[nH]2)CCCC4)n[nH]1	.	-2	-5
CN=c1scc(-c2ccc(OC)cc2)n1N=Cc1cc(Br)c(O)c(OC)c1	-5	9	-4
COc1ccc(C2=NOC(CN(Cc3ccc(F)cc3F)CC(O)COCc3ccccc3)C2)cc1 (stereo unspecified)	-5	-2	-5
COc1cc(C)c(CS(=O)(=O)CC(=O)N2CCCCC2)cc1OC	.	8	-8
Cc1ccc(CSc2ccc3nnc(-c4ccccn4)n3n2)cc1	-8	-1	-8
COC(=O)c1cc(=O)nc2sc(-c3cccs3)nn12	.	6	-4
COc1ccc(N(C(=O)Cc2ccccc2)S(=O)(=O)c2ccc(Cl)cc2)cc1	.	5	-6
O=C(CN1C2=NCCN2c2ccccc21)c1cccs1	-5	3	-1
Cc1nccc(-c2cccc(NC(=O)c3ccc(NC(C)C)nc3)c2)n1	.	-6	-5
Cc1ccc(C2NC(=O)N(C)C3=C2C(=O)N(Cc2cccc(C(F)(F)F)c2)C3)c(C)c1 (stereo unspecified)	-5	4	-2
CC(Oc1ccccc1)C(=O)OCC(=O)NC1CCCC1 (stereo unspecified)	.	6	-3
Cc1ccc(C(=O)NCc2cccnc2N(C)C2CCCCC2)cn1	.	6	-6
CCOc1ccc(NC(=O)c2ccc(-c3ccc4c(c3)C(O)CC3(CCN(C)CC3)O4)cc2)cc1 (stereo unspecified)	.	-3	7
CC(C)(C)c1ccc(OCC(=O)Nc2ccc3[nH]cc(CCN4CCN(c5cccc(C(F)(F)F)c5)CC4)c3c2)cc1	-6	28	-2
COc1ccc(CN2CCN(S(=O)(=O)Cc3ccccc3)CC2)cc1OC	.	2	-6
O=C(O)CCN(CCc1ccccc1)c1nc(-c2cccc(Br)c2)nc2ccccc12	.	-5	7
O=C(Cc1ccc2c(c1)CCO2)Nc1cccc(Br)c1	.	-6	0
CC12CC3CC(C)(C1)CC(C(=O)N1CCCC1c1nc(-c4ccccn4)no1)(C3)C2 (stereo unspecified)	-16	-9	-5
CNC(=O)CN(C)S(=O)(=O)c1ccc(C)cc1Cl	.	0	-10
Cc1nn(C)c(Cl)c1/C=C/C(=O)N1CCCC1CCc1ccccc1 (stereo unspecified)	.	1	-8
Fc1ccc(Oc2cc(N3CCN(Cc4ccc5c(c4)OCO5)CC3)ncn2)cc1F	-4	2	-8
Cc1cc(C)nc(SCc2c(C(=O)NCc3ccccc3Cl)nnn2-c2ccccc2)n1	-10	-1	-6
Cc1cc(CN2C[C@@H](CO)[C@H](C(=O)NC3CC3)C2)n(C)n1	-7	.	-11
COc1ccccc1-n1c(SCc2nc(C(=O)NCCCN3CCCCC3C)cs2)nnc1-c1cccnc1 (stereo unspecified)	-4	16	-4
CN(C)S(=O)(=O)c1cc(C(=O)N2CCCC2c2ccc3c(c2)OCCCO3)ccc1Cl (stereo unspecified)	-10	-1	-4
Cc1cc(NC(=O)Cn2cnc3c(nnn3-c3ccc(C)c(Cl)c3)c2=O)no1	-8	1	-3
Cc1ccc(C(=O)Nc2cccc(F)c2)cc1S(=O)(=O)N1CCCCC1	-5	6	0
Cc1nc(C(=O)N2CC[C@H](NC(=O)c3cnccn3)C[C@H]2C(=O)N[C@H](C)C(N)=O)cs1	-7	-10	-6

# More structures
Compound	mcGAS lum	NPYLR7 ag	hcGAS inh
COc1ccc(CN2CCNC(=O)C2CC(=O)NCc2ccccn2)c(F)c1 (stereo unspecified)	.	7	0
Cc1ccc(-c2nc3ccc(Cl)cn3c2NC(C)(C)C)cc1	-9	5	-2
CCN(Cc1ccccc1)C(=O)[C@@H](NC(=O)c1ccc(Cl)cc1)C(C)C	-17	-3	-8
CCCCN1C(=O)CC(C(=O)OCc2cc(=O)n3nc(CC)sc3n2)C1c1ccc(OC)cc1 (stereo unspecified)	.	3	-7
Cc1cccc(CO[C@]2(C(=O)NC3CC3)CC(OCc3ccccc3)[C@@H]3OC(C)(C)O[C@@H]3C2)c1 (stereo partly specified)	-4	18	-11
CC(C)(C)NC(=O)COC(=O)C=Cc1ccc2c(c1)OCO2	-7	2	-3
COc1ccc(S(=O)(=O)N2CCC(Cc3ccccc3)CC2)cc1N1CCN(C(=O)[C@H](C)OC(C)=O)CC1	-6	2	-5
C=CCNC(=O)CSc1ncnc2c1nnn2C	.	1	-7
Cc1cc(C)cc(N=C2NC(=O)/C(=C/c3ccc(N(C)C)c(Br)c3)S2)c1	-9	-2	-2
COc1cccc(C(CN2CCN(S(=O)(=O)c3cccc(C(F)(F)F)c3)CC2)OCc2cccc(Cl)c2)c1 (stereo unspecified)	-5	22	0
CCc1cc(CN(C)C(=O)c2n[nH]c3ccc(C)cc23)on1	-13	5	-4
O=C(NCc1cccnc1N1CCOCC1)c1cccc2nccnc12	.	-2	1
CNC(=O)Cn1nc(C)c2cnn(-c3ccc(F)cc3)c2c1=O	.	2	-4
Cc1cc(Nc2cccc(=O)[nH]2)n(-c2ccc(Cl)c(Cl)c2)n1	.	4	-10
CC(=O)Nc1ccc(CC2CCN(C(=O)c3ccc(F)cc3C(F)(F)F)CC2)cc1	0	1	5
Cc1cn2c3c(=O)n(Cc4ccccc4F)c(=O)n(C)c3nc2n1C	.	16	-12
Cc1nn(Cc2ccccc2)c(Cl)c1C(=O)Nc1ccc(Cl)cn1	-16	3	-7
Cc1noc(C)c1N=Cc1ccc(F)c(F)c1	.	5	-2
CN1C[C@@H](N)C[C@H]1C(=O)NC(C)(C)CNc1cccc(Cl)c1	-15	-1	-5
NC(=O)c1csc(-c2cccc3ccnn23)n1	-12	5	-6
CC(C)CN(CC(=O)N(CCc1c[nH]c2ccccc12)Cc1ccccc1)C(=O)c1ccco1	3	2	0
CN(CC(=O)NC(C)(C)C)C(=O)c1cc2cc([N+](=O)[O-])ccc2s1	-10	17	-2
O=C(c1ccccc1)C1CCCN(Cc2nc(COc3ccccc3)no2)C1 (stereo unspecified)	-1	-3	5
COCC(=O)Nc1ccc(N2CCN(C(=O)c3cc(C)on3)CC2)nc1	-5	6	-4
CCNC(=O)N(Cc1cc(NC(=O)COC)ccc1N(C)C)C1CCCCC1	-1	-3	1
COc1cccc(CC2=NOC(C(=O)N3CCC(C(O)(c4ccccc4)c4ccccc4)CC3)C2)c1 (stereo unspecified)	-11	29	-6
Cc1ccc(CN2CCN(Cc3cnc(N4CCOCC4)nc3)CC2=O)cc1	-11	5	-4
CN(C)c1ccc(NC(=O)c2cn(C)c3c(=O)n(-c4ccccc4)c(=O)[nH]c23)cc1	.	3	-5
CC(Cc1cccnc1)NC(=O)c1cc(Cn2cnc3ccccc32)on1 (stereo unspecified)	.	-5	4
COc1cccc(-c2ccc3c(c2)N(Cc2ccc4c(c2)OCO4)C(=O)C(C)S3)c1 (stereo unspecified)	.	10	4
O=C1CCCN1CC1CCN(C(=O)c2ccc(-c3ccoc3)nc2)CC1	-14	7	-4
C/C(=N/OCCCN(C)C)c1ccc(SC(C)C)cc1	.	2	-3
CC(C)Oc1ccccc1CNC(=O)N(C)C(C)CS(C)(=O)=O (stereo unspecified)	-15	-1	-8
CCCCc1ccc(-c2ccc(-n3cncc3C(=O)NCc3ccc(OC(F)(F)F)cc3)cc2)cc1	-7	23	-10
CC1CCC(NC(=O)NCc2ccc(-n3cccn3)nc2)CC1 (stereo unspecified)	.	-8	1
CN1CCN(c2nc3nonc3nc2N2CCN(C)CC2)CC1	0	-3	2
CCc1noc(C)c1C(=O)Nc1ccc(Cl)cc1F	.	15	-10
CCCOc1ccc(C(=O)Oc2cccc3ccc(C)nc23)cc1	-3	-8	-1
C=CCn1c(C2COc3ccccc3O2)n[nH]c1=S (stereo unspecified)	-6	9	34
COC(=O)c1ccccc1NC(=O)Cn1ncn2nc(-c3ccc(F)cc3)cc2c1=O	-9	-9	-8
CCN(CC)CCN(C(=O)c1cc(C)nn1C)c1nc2c(F)cccc2s1	-7	1	-10

# Some of the entries above, set out differently:
# Fields: mcGAS lum, NPYLR7 ag, hcGAS inh
> CN(C)c1ccc(NC(=O)c2cn(C)c3c(=O)n(-c4ccccc4)c(=O)[nH]c23)cc1
 : ., 3, -5
> CC(Cc1cccnc1)NC(=O)c1cc(Cn2cnc3ccccc32)on1 (stereo unspecified)
 : ., -5, 4
> COc1cccc(-c2ccc3c(c2)N(Cc2ccc4c(c2)OCO4)C(=O)C(C)S3)c1 (stereo unspecified)
 : ., 10, 4
> O=C1CCCN1CC1CCN(C(=O)c2ccc(-c3ccoc3)nc2)CC1
 : -14, 7, -4
> C/C(=N/OCCCN(C)C)c1ccc(SC(C)C)cc1
 : ., 2, -3
> CC(C)Oc1ccccc1CNC(=O)N(C)C(C)CS(C)(=O)=O (stereo unspecified)
 : -15, -1, -8
> CCCCc1ccc(-c2ccc(-n3cncc3C(=O)NCc3ccc(OC(F)(F)F)cc3)cc2)cc1
 : -7, 23, -10
> CC1CCC(NC(=O)NCc2ccc(-n3cccn3)nc2)CC1 (stereo unspecified)
 : ., -8, 1
> CN1CCN(c2nc3nonc3nc2N2CCN(C)CC2)CC1
 : 0, -3, 2
> CCc1noc(C)c1C(=O)Nc1ccc(Cl)cc1F
 : ., 15, -10
> CCCOc1ccc(C(=O)Oc2cccc3ccc(C)nc23)cc1
 : -3, -8, -1
> C=CCn1c(C2COc3ccccc3O2)n[nH]c1=S (stereo unspecified)
 : -6, 9, 34
> COC(=O)c1ccccc1NC(=O)Cn1ncn2nc(-c3ccc(F)cc3)cc2c1=O
 : -9, -9, -8
> CCN(CC)CCN(C(=O)c1cc(C)nn1C)c1nc2c(F)cccc2s1
 : -7, 1, -10

# Rows were taken by chance, and some 0.27% of all compounds hit somewhere here.
